Bioassay records deposited in PubChem by several laboratories.
MazF activator – activators of E. coli MazEF toxin-antitoxin RNase, primary screen, biochemical, fluorescence, uHTS; activation, % at 20 µM; 350,000 tested, 0.32% active; Endoribonuclease toxin MazF (Escherichia coli (strain K12)), P0AE70; FAM/BHQ RNA-DNA oligo cleavage fluorescence, 5 h; in the data active = activation above about 50%
Target sequence (P0AE70 whole entry, looked up): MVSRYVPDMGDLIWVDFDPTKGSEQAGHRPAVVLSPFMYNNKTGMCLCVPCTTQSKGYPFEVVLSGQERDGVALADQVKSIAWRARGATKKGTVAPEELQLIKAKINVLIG
BoNT A protease – BoNT/A light chain protease inhibitors, primary screen, biochemical, flow cytometry, MLPCN library; multiplex microsphere protease substrate cleavage; inhibition, % at 10 µM; AID 588499, 2011; 360,000 tested, 0.17% active; note: plate controls were buffer without enzyme for full effect and enzyme alone for no effect
Anthrax LF prot – Bacillus anthracis LF protease inhibitors, primary screen, biochemical, multiplex microsphere, MLPCN library. multiplex microsphere protease cleavage assay. Lethal factor (Bacillus anthracis), P15917. inhibition, % at 10 µM. AID 588501, 2011. 360,000 tested, 0.12% active; note: plate controls were buffer without enzyme for full effect and enzyme alone for no effect
PriA SSB inh – inhibitors of Klebsiella pneumoniae PriA binding to SSB C-terminal tail, primary screen, biochemical, AlphaScreen; PriA–SSB C-terminal tail interaction (Klebsiella pneumoniae); AlphaScreen SSBct-PriA binding, biotinylated peptide; inhibition, % at 33 µM; 430,000 tested, 0.6% active; AID 1272365, 2023; in the data active = inhibition mostly above about 37%, no sharp cut-off; inactive = mostly below about 20%;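 note: plate controls were negative control peptide for no effect and reference peptide for full effect; strong numbers were not always called active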
BoNT-F LC inh – BoNT/F light chain protease inhibitors, primary screen, biochemical, flow cytometry, MLPCN library. inhibition, % at 10 µM. 360,000 tested, 0.22% active. Multiplex microsphere protease cleavage assay. Botulinum neurotoxin type F light chain protease (Clostridium botulinum); in the data active = inhibition above about 35%, passing the limit was not always enough; inconclusive = no clear call, values can overlap the other calls; note: plate controls were buffer without enzyme for full effect and enzyme alone for no effect
3CLpro inhibitor – SARS-CoV 3CLpro protease inhibitors, primary screen, biochemical, quenched FRET | Replicase polyprotein 1ab (Severe acute respiratory syndrome coronavirus), P0C6X7 | recombinant SARS-CoV 3CLpro, quenched FRET peptide cleavage | inhibition, % at 6 µM | 290,000 tested, 0.14% active; in the data active = inhibition above about 12%
PrPC TRFRET – inhibitors of human cell surface prion protein PrPC, primary screen, cell-based, TR-FRET; Major prion protein (Homo sapiens), P04156; TR-FRET read-out; inhibition, % at 13.8 µM; 370,000 tested, 0.43% active; AID 720596, 2013; in the data active = inhibition above about 24%; note: 0% = median of the test wells and 100% = reference compound wells
Rv3671c protease – Rv3671c serine protease inhibitors, primary screen, biochemical, fluorescence polarization, M. tuberculosis H37Rv. P9WHR9. inhibition, % at 5.96 µM. 320,000 tested, 0.048% active. AID 2606, 2010; in the data active = inhibition above about 38%;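 note: extracellular domain of Rv3671c used as enzyme; 0% = enzyme with DMSO and 100% = no enzyme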
Target sequence (P9WHR9 whole entry, looked up, the tested form may be a part): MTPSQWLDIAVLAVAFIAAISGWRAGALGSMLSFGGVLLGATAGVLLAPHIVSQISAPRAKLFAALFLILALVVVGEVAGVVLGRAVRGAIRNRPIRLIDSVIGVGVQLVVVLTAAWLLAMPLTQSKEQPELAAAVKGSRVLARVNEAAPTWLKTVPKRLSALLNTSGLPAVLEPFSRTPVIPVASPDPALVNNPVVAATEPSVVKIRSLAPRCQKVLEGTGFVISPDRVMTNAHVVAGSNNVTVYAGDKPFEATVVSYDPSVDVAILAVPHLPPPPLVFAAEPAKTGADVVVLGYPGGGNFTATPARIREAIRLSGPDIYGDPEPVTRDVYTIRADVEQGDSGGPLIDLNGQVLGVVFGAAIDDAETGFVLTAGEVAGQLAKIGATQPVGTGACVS
CCHFV vOTU inh – CCHFV vOTU protease inhibitors, primary screen, biochemical, Pep-AMC substrate, fluorescence | Crimean-Congo hemorrhagic fever virus L polyprotein viral ovarian tumor (vOTU) protease … | inhibition, % at 11.5 µM | 370,000 tested, 0.55% active | AID 651958, 2012; in the data active = inhibition above about 30%; note: 0% = vehicle wells with enzyme and 100% = no enzyme wells
VHR inh abs – VHR1 phosphatase inhibitors, primary screen, biochemical, absorbance, uHTS; Dual specificity protein phosphatase 3 (Homo sapiens), P51452; recombinant VHR phosphatase, pNPP absorbance; inhibition, % at 13.3 µM; 290,000 tested, 0.52% active; in the data active = inhibition above about 50%; note: some compounds called inactive have numbers as strong as hits
Target sequence (P51452 whole entry, looked up): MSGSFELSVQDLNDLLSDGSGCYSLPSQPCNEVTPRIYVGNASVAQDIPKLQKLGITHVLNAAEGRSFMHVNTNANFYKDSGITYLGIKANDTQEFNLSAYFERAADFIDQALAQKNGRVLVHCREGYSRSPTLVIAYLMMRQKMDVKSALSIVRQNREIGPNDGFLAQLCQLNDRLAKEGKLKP
Starred values were filed as active, the others as inactive; ? = inconclusive; . = no result given. Cut-off read from the data, not from the text of the source, unless noted: active = inhibition above about 30%; inconclusive = no clear call, values can overlap the other calls; inactive = below that.

Results follow in this order: MazF activator	BoNT A protease	Anthrax LF prot	PriA SSB inh	BoNT-F LC inh	3CLpro inhibitor	PrPC TRFRET	Rv3671c protease	CCHFV vOTU inh	VHR inh abs
> Cc1oc2ccc(O)cc2c1C(=O)c1ccc(Cl)cc1
 : 7	0.1	0	1	12	9	0	-4	5	33
> O=C(NCCCN1CCN(c2cccc(Cl)c2)CC1)C1(S(=O)(=O)c2ccc(Cl)cc2)CC1
 : 1	0.3	-6	1	-6	1	-9	-1	29	-8
> COC(=O)c1cccc(/C=N/NC(N)=S)c1O
 : -2	-0.6	-4	.	-3	-2	1	6	1	20
> CC(=O)c1c(C)[nH]c(C(=O)COc2ccc3c(C)cc(=O)oc3c2)c1C
 : 4	-0.4	-2	4	-2	.	-2	-1	-11	.
> CC1Cc2ccccc2N1C(=O)CO/N=C/c1ccc(OC(F)F)cc1 (centres undefined)
 : -8	0.5	-1	.	2	-3	0	2	-11	-8
> COc1ccc(CCNCc2cc3ccc(C)cc3[nH]c2=O)cc1OC
 : 3	-1.9	-13	-9	-31	-2	-1	7	0	22
> O=C(O/N=C1\CCCc2ccccc21)c1cccc(Cl)c1
 : -9	22	-19	.	23	-3	5	-3	13	8
> COc1ccc(Cl)cc1NC(=S)NCCN1CCOCC1
 : 7	-0.9	-4	0	-7	0	-7	5	3	22
> O=C(CCc1ccccn1)N1CCCC(Nc2cccc(F)c2)C1 (centres undefined)
 : -1	-0.5	-3	-5	-5	1	-1	-9	-11	-9
> COc1ccc(NC(=O)c2ccc3c(=O)n4c(nc3c2)CCCCC4)cc1
 : 7	-0.7	0	8	-3	-3	8	-6	5	-4
> CCC(C)C1Nc2ccc(C(=O)NCc3ccc4c(c3)OCO4)cc2NC1=O (centres undefined)
 : 9	1.0	-7	-4	-6	6	-1	-8	1	-3
> CC1(C)CC(NC(=O)C23CCC(C)(C(=O)C2)C3(C)C)CC(C)(C)N1 (centres undefined)
 : 0	4.0	2	1	4	4	2	-9	2	12
> Cc1ccc(C(=O)C(C)OC(=O)CCN=C2NS(=O)(=O)c3ccccc32)cc1 (centres undefined)
 : -3	-2.0	-6	-7	-13	.	6	-9	1	.
> CC(Sc1nnc(Nc2ccccc2)s1)C(=O)Nc1nc(-c2ccccc2)cs1 (centres undefined)
 : 12	0.6	-2	3	-1	1	8	-89	22	23
> COC(=O)[C@@]1(Cc2ccc(F)cc2)[C@H]2c3cc(C(=O)N(C)C)n(Cc4cc(C)n(C)n4)c3C[C@H]2CN1C(=O)c1ccccc1
 : .	0.7	0	.	3	.	-1	.	-3	.
> NS(=O)(=O)c1ccc(NC(=O)CCC(=O)c2ccc(Cl)s2)cc1
 : -1	0.4	-1	-18	-3	1	11	2	3	-10
> Clc1ccc2[nH]c3c(c2c1)CNCC3
 : 12	3.0	-4	12	-23	-1	-1	5	-3	14
> CCN(CCCNC(=O)c1cn(CC)c2ccc(S(=O)(=O)N(C)C)cc2c1=O)c1cccc(C)c1
 : 0	-0.4	-11	-7	-7	2	1	7	1	19
> COc1ccc(S(=O)(=O)NCCC(=O)OCC(=O)c2ccc[nH]2)cc1[N+](=O)[O-]
 : -21	-1.7	2	-7	2	.	2	-5	1	.
> CC(C)[C@H](NC(=O)OCc1ccccc1)C(=O)OCc1cc(=O)oc2cc(O)ccc12
 : 4	-0.3	3	-6	0	5	-5	-8	1	-3
> O=C(Nc1ccc(N2CCN(C(=O)c3ccco3)CC2)cc1)c1ccc2c(c1)OCO2
 : 6	0.5	-16	-5	-6	-6	25*	-11	-2	48
> CCc1ccc(Nc2ccc(S(=O)(=O)N3CCOCC3)cc2[N+](=O)[O-])cc1
 : 0	-0.4	-1	61*	-4	-3	-6	13	-12	38
> Cc1cccc(NC(=O)C2CCCN2S(=O)(=O)c2ccc(F)cc2)c1C (centres undefined)
 : 0	-4.9	1	-14	-20	-4	5	-2	-7	-10
> COc1ccc(C(=O)NC(=S)NNC(=O)c2c(-c3ccccc3)noc2C)cc1
 : 9	-0.1	-1	-4	-8	-3	-6	8	1	2
> CCC(C(=O)NC1CCCC1)N(C(=O)Cn1nnc(-c2ccc(OC)c(OC)c2)n1)c1cccc(O)c1 (centres undefined)
 : 3	1.4	0	-2	7	1	9	-2	13	20
> COc1ccc(S(=O)(=O)N2CCC(C(=O)NCc3ccccn3)CC2)cc1C
 : 10	0.5	2	-11	17	1	0	4	4	4
> O=S(=O)(Nn1cnnc1)c1ccccc1Cl
 : 6	1.4	-2	-9	24	0	0	4	2	3
> O=c1[nH]c(O)c(C=Nc2ccc(Cl)cc2Cl)c(=O)[nH]1
 : 21	.	.	-7	.	3	1	.	-3	-1
> Cc1cccc(CN2CCN(C(=O)c3cccc4ccccc34)CC2)c1
 : 1	0.5	1	10	5	1	-3	3	1	0
> Cc1cc(C)nc(-n2nc(C)c(Oc3ccccc3O)c2C)n1
 : 2	0.5	0	-10	-1	1	-5	-1	6	4
> CCC(C)(C)c1ccc(Oc2cccc(C(=O)O)c2)cc1
 : -3	-4.2	-3	-9	?	6	-10	-4	24	12
> O=C(NCC1CCCO1)c1cccc(S(=O)(=O)N2CCCCC2)c1 (centres undefined)
 : 3	0.6	3	-17	2	.	7	.	-6	.
> Cc1cccc(NC(=O)c2cc([N+](=O)[O-])ccc2N2CCOCC2)c1C
 : -5	0.1	-3	.	2	.	-29	.	12	.
> Cc1ccc(S(=O)(=O)NCCC(=O)N2CCCCCCC2)cc1C
 : 5	-2.7	?	-1	-1	.	13	0	4	.
> COc1ccc(-c2c(-c3cc(OC)c(OC)c(OC)c3)noc2C)cn1
 : 10	-0.3	1	3	-5	-4	.	-8	.	9
> CCN1C(=O)/C(=C2\C=Cc3ccccc3N2CC)OC1=S
 : 235*	-0.7	-2	41	-7	1	-13	-1	-1	.
> CCOc1cc(/C=C2\N=C(C)OC2=O)cc(Br)c1OCC(=O)OC
 : 9	1.0	-2	-6	2	-2	7	8	-14	13
> CC(C)=CCN1CCN(Cc2nc(C(C)C)cs2)CC1CCO (centres undefined)
 : -8	-0.1	0	-4	1	3	-1	-3	0	9
> O=C(Cc1ccc(Br)cc1)NNC(=O)c1cccs1
 : 3	0.0	-5	5	5	.	3	5	0	.
> COc1ccc(S(N)(=O)=O)cc1C(=O)N(C)CC(=O)Nc1ccc(N2CCOCC2)cc1
 : -3	0.5	1	-6	-6	0	4	2	1	15

Profiles, quoted from the list. Order of values: MazF activator, BoNT A protease, Anthrax LF prot, PriA SSB inh, BoNT-F LC inh, 3CLpro inhibitor, PrPC TRFRET, Rv3671c protease, CCHFV vOTU inh, VHR inh abs
Record of `Cc1ccc(S(=O)(=O)NCCC(=O)N2CCCCCCC2)cc1C` = 5, -2.7, ?, -1, -1, ., 13, 0, 4, .
Record of `O=C(Cc1ccc(Br)cc1)NNC(=O)c1cccs1` = 3, 0.0, -5, 5, 5, ., 3, 5, 0, .

Further compounds.
Results follow in this order: MazF activator	BoNT A protease	Anthrax LF prot	PriA SSB inh	BoNT-F LC inh	3CLpro inhibitor	PrPC TRFRET	Rv3671c protease	CCHFV vOTU inh	VHR inh abs
> O=c1[nH]c2ccsc2c(=O)n1CCO
 : 3	-4.4	2	-2	13	1	2	6	-4	-5
> CC1CN(C(=O)c2cc(S(=O)(=O)N(C)c3ccc(F)cc3)ccc2Cl)CC(C)O1 (centres undefined)
 : 2	-1.9	-1	-4	-18	9	6	0	-10	2
> O=C(CN1C(=O)NC2(CCc3ccccc32)C1=O)Nc1ccccc1Cl (centres undefined)
 : 6	0.1	-6	5	-1	.	-3	-4	6	.
> CCOC(=O)c1ccc(-n2c(C)ccc2C)cc1
 : -3	-0.9	0	-4	-5	0	-2	3	-10	-4
> O=C(CCCSc1nc(-c2ccco2)cc(C(F)(F)F)n1)NCC1CCCO1 (centres undefined)
 : 0	0.1	-2	-2	-1	-2	4	5	-5	27
> Cc1ccc(S(=O)(=O)N(C)C)cc1NC(=S)NC(C)CCC(C)C (centres undefined)
 : -5	-1.3	-2	7	-13	5	9	3	24	-16
> O=C(Nc1ccccc1-c1ccccc1)c1ccccc1Br
 : -27	-1.2	8	-28	6	2	-1	1	9	18
> CCN1C(=O)/C(=C2\Sc3ccccc3N2CC)OC1=S
 : 19	0.3	-1	-2	2	1	-2	-2	1	8
> CCN(CCCNC(=O)c1nn(C)c2c1CS(=O)(=O)c1ccccc1-2)Cc1ccccc1
 : 1	-1.8	0	-1	5	-1	-4	2	20	18
> O=[N+]([O-])c1cccc(P(=O)(O)c2cccc([N+](=O)[O-])c2)c1
 : 9	-1.5	-10	-5	1	6	-4	9	8	25
> COc1ccc(-n2nccc2-c2nn(-c3cccc(OC)c3)c(=O)n(C)c2=O)cc1
 : -1	0.5	1	-12	0	-3	-25	-1	4	16
> O=C(CSc1nc2ccccc2c(=O)n1-c1ccc(F)cc1F)NC1CC1
 : -18	-0.3	-5	.	-1	.	-11	.	-9	.
> CCOc1ccc(OCC)c(NC(=O)CCS(=O)(=O)c2ccc(Br)s2)c1
 : -4	0.0	3	2	-24	-1	7	-4	5	19
> CCOC(=O)[C@]12CCC=C1N(Cc1ccc3c(c1)OCO3)C(=O)[C@H](CC(=O)NCCCN1CCCC1=O)C2
 : .	0.4	-7	.	-2	.	-3	.	-9	.
> c1ccc(-c2noc(CN3CCCC(OCc4ccccn4)C3)n2)cc1 (centres undefined)
 : 2	0.1	-1	10	-1	4	-1	-2	-16	30
> CCOc1ccc(OCC(=O)OCC(=O)NNC(=O)c2ccc([N+](=O)[O-])cc2)cc1
 : 2	0.8	-1	3	-2	.	-26	1	-8	.
> CC1CCCCN1C(=O)Cn1cnc2cc([N+](=O)[O-])ccc2c1=O (centres undefined)
 : -9	-0.1	-2	8	-4	1	-43	14	6	13
> CCN(CC)CCNC(=O)c1ccc(N2CCCCC2)c(NS(=O)(=O)c2ccc(C)cc2)c1
 : 7	0.1	-6	-4	10	0	-8	-8	-2	10
> CCc1cccc(CC)c1NC(=S)/C(=C(\[O-])c1ccc(Cl)s1)[n+]1ccccc1
 : 8	0.9	-2	4	-10	2	-7	-5	2	17
> c1ccc(-c2nnc(CN3CCCCC3)o2)cc1
 : -4	-1.2	-13	-11	-17	-2	0	-2	15	-20
> NC(=O)[C@@H]1CC2(CC(c3cccc(NC(=O)[C@H]4CCC(=O)N4)c3)=NO2)CN1C(=O)COc1ccc(Cl)cc1 (some centres undefined)
 : 2	0.3	-1	-12	2	.	-2	-4	-5	38
> Cc1cc(N(C)C)cc(C)c1N=Nc1cc[n+]([O-])cc1
 : 2	-0.2	-3	.	-3	.	-48	.	22	.
> COc1ccc(N2CCN(C(=O)COC(=O)CC(NC(N)=O)c3ccc(Cl)cc3)CC2)cc1 (centres undefined)
 : -1	-0.1	-3	.	0	.	3	.	-1	.
> COc1cccc(-c2cc(C(=O)NCc3ccc(Cl)cc3)no2)c1
 : -2	0.7	-5	-7	-2	-1	-5	-17	-6	6
> NC(=S)N/N=C/c1ccc(-c2cc(Cl)c(Cl)cc2Cl)o1
 : -2	-0.3	2	.	-3	1	0	-11	2	33
> COc1ccc(-c2cc(CCC(=O)N3CCN(c4cc(C)ccc4C)CC3)on2)cc1
 : -5	-0.9	2	-12	-4	.	-3	.	0	.
> COC(=O)C1C2CC(C(Br)C2Br)C1C(=O)O (centres undefined)
 : 9	-0.1	-14	2	-2	.	4	.	-11	.

These rows are one share of the data (hit frequency here may not be typical).
